MRP-1 activ = MRP-1 activation | 140,000 tested, 0.61% active | AID 799 | H69AR cells + doxorubicin, viability rescue, CellTiter-Glo | viability increase, % at 10 µM;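 active means viability gain under doxorubicin at or above a set limit, the compound median plus 3 SD, cut at about 4.7% in these data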;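 further: MRP-1 overexpressing cells given doxorubicin 25 µM after compound pretreatment; 18-22 h compound pretreatment then 72 h with doxorubicin before readout; 0% = doxorubicin-only wells and 100% = vehicle-treated cells without doxorubicin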
Measles CPE = protection of cells from measles virus. 140,000 tested, 1.5% active. Measles virus-infected cells, CPE protection, absorbance. protection (pct of control), % at 4 µM; in the data active means protection mostly above about 24%, no sharp cut-off; inactive means mostly below about 26%; further: some compounds called inactive have numbers as strong as hits
Phagocytosis inh = inhibitors of macrophage phagocytosis; J774A.1 macrophage IgG-bead phagocytosis, imaging; inhibition, % at 5 µM; 110,000 tested, 0.07% active; AID 1029;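 active means inhibition above the mean of the plate negative controls plus 5 SD, cut at about 13% in these data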;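 further: phagocytic index as fraction of beads internalized from green versus red external bead signal; plate controls were DMSO negative control for no effect and cytochalasin-D positive control for full effect; some results beyond the cut were filed as inactive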
HCT116 bCat-KO = beta-catenin-lacking colon tumor cell growth suppression. HCT116 beta-catenin knockout viability, CellTiter-Glo, 60 h; stronger effect = lower value. viability, % at 10 µM. 140,000 tested, 1.5% active. AID 818;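 active means viability at or under a set limit, the compound median less 4 SD, cut at about 6% in these data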;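 further: 0% = Hyamine 1622 control at 20 µM and 100% = untreated cell control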
PTEN del growth = growth suppressors of cells with PTEN tumor suppressor deletion | HCT116 PTEN-null viability, CellTiter-Glo, 60 h; stronger effect = lower value | viability, % at 10 µM | 140,000 tested, 1.2% active;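 active means viability at or below a set limit, 4 SD under the median of all tested compounds, cut at about 3.7% in these data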;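 further: PTEN knockout HCT116 line with beta catenin targeted HCT116 as companion control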
NPY Y2 blocker = NPY-Y2 (human) receptor antagonism | 140,000 tested, 0.99% active | P49146 | NPY-Y2 expressing cells, antagonist mode | inhibition, % at 2.7 µM; in the data active means inhibition above about 17%;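 further: 0% = vehicle with agonist challenge and 100% = reference antagonist with challenge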
Target sequence (P49146 whole entry, looked up): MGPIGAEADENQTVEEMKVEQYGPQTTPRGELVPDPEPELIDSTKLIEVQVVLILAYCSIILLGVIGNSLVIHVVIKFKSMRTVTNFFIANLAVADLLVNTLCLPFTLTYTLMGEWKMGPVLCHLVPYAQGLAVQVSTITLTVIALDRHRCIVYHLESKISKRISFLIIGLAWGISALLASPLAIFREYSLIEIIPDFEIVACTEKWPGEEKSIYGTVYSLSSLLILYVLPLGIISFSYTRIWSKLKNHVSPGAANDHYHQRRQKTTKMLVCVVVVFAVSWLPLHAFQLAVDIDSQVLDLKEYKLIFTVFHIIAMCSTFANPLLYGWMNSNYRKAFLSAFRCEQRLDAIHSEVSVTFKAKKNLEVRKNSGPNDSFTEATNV
GALR2 antag = GALR2 (human) receptor antagonism; 140,000 tested, 0.39% active; GALR2-expressing cells, antagonist mode; inhibition, % at 4 µM; AID 828; O43603; in the data active means inhibition above about 27%;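 further: cells stimulated with galanin 1-16 at roughly its EC80; 0% = agonist challenge control and 100% = basal control without agonist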
Target sequence (O43603 whole entry, looked up): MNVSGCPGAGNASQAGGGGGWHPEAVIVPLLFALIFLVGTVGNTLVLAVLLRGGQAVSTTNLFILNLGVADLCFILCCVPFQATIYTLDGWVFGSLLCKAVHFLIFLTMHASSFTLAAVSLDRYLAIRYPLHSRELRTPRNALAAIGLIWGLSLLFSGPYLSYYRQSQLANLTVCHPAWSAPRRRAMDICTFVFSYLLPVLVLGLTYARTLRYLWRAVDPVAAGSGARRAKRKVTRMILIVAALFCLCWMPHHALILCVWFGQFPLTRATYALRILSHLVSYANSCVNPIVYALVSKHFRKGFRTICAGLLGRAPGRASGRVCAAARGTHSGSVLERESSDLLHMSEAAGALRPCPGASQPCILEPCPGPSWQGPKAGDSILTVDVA
Yeast lifespan up = extends the lifespan of yeast. 130,000 tested, 0.68% active. AID 775. inhibition of the nicotinamide effect, % at 10 µM. S. cerevisiae growth with nicotinamide, OD615; deaD strain in restrictive glucose medium;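 active means inhibition above a set limit, placed 3 SD over the median of all compounds, cut at about 26% in these data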;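 further: 0% = nicotinamide-treated wells and 100% = cells grown without nicotinamide; some compounds called inactive have numbers as strong as hits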
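Assay system: engineered S. cerevisiae DeaD replicative-lifespan strain, galactose-grown log-phase cells; Buffer or medium: CSMM-D glucose medium, restrictive; Probe or stimulus: nicotinamide 1.5 mM; Compound: single dose 10 µM compound, 0.25% DMSO; Schedule: 4 h preincubation then 48 h treatment at 30 °C; Technique: OD615 measurement.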
BB579 growth dn = yeast BB579 growth reduction in restrictive medium; inhibition, % at 10 µM; S. cerevisiae BB579 growth, OD615, 48 h; 140,000 tested, 0.51% active; AID 804;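 active means inhibition above a set limit, 3 SD over the mean compound inhibition, cut at about 44% in these data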; further: inactives centre near -24
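Test system: DeaD yeast strain BB579 / Buffer or medium: restrictive glucose-based CSMM-D medium / Doses: single 10 µM dose / Schedule: 4 h cell preincubation, 48 h compound exposure, 30 °C humidified / Technique: culture absorbance at 615 nm / Controls: amphotericin B positive control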
E-sel TNF inh = TNF alpha driven E-selectin expression inhibition; inhibition, % at 2 µM; HUVEC TNFa-induced E-selectin immunofluorescence, high content; 120,000 tested, 0.71% active;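 active means inhibition above the batch mean plus 3 SD, and confirmed as a hit on visual image review, cut at about 43% in these data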;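 further: 0% = TNF-stimulated DMSO wells and 100% = unstimulated control wells; not every result past the cut was called active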
Starred values were filed as active, the others as inactive; . = not tested or not shown.

SMILES	MRP-1 activ	Measles CPE	Phagocytosis inh	HCT116 bCat-KO	PTEN del growth	NPY Y2 blocker	GALR2 antag	Yeast lifespan up	BB579 growth dn	E-sel TNF inh
Cc1cnc(C(=O)OCC(=O)Nc2cccc(Cl)c2)cn1	-0.4	21.2	-5.4	108.4	108.4	0.3	0.2	-7.0	-46.8	.
COc1ccccc1NC(=S)NCc1cccnc1	-2.5	5.6	3.3	87.0	92.3	-1.5	3.2	3.2	-19.9	.
COc1ccc(C2C=C(C34CC5CC(CC(C5)C3)C4)NC(=S)N2)cc1 (stereo not given)	-3.9	7.8	-4.8	47.7	63.2	5.4	-4.3	3.2	-11.1	.
O=S(=O)(C/C(=C/CO)S(=O)(=O)c1ccccc1)c1ccccc1	-1.1	0.9	3.7	96.0	105.4	0.8	82.1*	-10.5	-1.4	100.0*
Nc1nc(CN2CCN(c3ccc(F)cc3)CC2)nc(N2CCCc3ccccc32)n1	-2.9	10.8	-0.5	93.1	92.0	11.8	4.2	-7.6	-42.6	-2.3
COc1ccc(C(=O)N/C(=C\c2ccco2)C(=O)NCCCn2ccnc2)cc1	-0.3	18.6	-0.7	102.4	95.3	1.9	-1.8	-2.4	-27.5	.
O=C(/C=C/c1cccc(Cl)c1)Nc1ncccn1	-1.5	6.8	-3.4	94.3	92.1	1.4	13.7	-8.5	-21.9	.
O=C(CSc1nc2c(cnn2-c2ccccc2)c(=O)[nH]1)N1CCOCC1	-3.8	17.8	.	98.6	66.3	-2.0	0.9	-19.1	-49.4	.
CC(C)NC(=O)c1n[nH]c(=O)c2ccccc12	1.1	9.7	.	105.0	109.9	1.5	10.6	-10.2	-10.2	-28.5
COC(=O)c1cc(C(=O)OC)cc(N2C(=O)CC(Sc3nc(C)cc(C)n3)C2=O)c1 (stereo not given)	-1.3	10.3	-1.1	105.8	99.0	5.7	-31.1	-21.8	-37.6	-20.4
CN(C)CCCn1c(SCC(=O)N2c3ccccc3Sc3ccccc32)nc2ccccc2c1=O	-6.5	10.6	-0.1	1.6*	1.7*	38.8*	-11.4	-4.0	-17.3	.
COc1ccccc1N1CCN(C(=O)c2ccc(Br)s2)CC1	0.7	3.3	-0.9	82.6	85.2	1.3	5.4	-6.8	-28.7	80.4*
Cc1cccc(CN2CCN(CC(=O)NCCCN3CCN(c4ccc(F)cc4)CC3)C2=O)c1	-2.5	4.2	.	65.9	70.2	5.8	15.4	-4.1	5.5	7.1
O=C(N/N=C/c1ccc(Cl)cc1)Nc1ccccc1	-2.7	0.5	.	104.8	93.3	4.8	-6.0	-31.1	-34.0	2.5
O=C(/C=C/c1cccs1)Nc1ccc(N2CCOCC2)c(S(=O)(=O)Nc2cc(Cl)ccc2Cl)c1	0.3	5.9	2.1	90.1	77.1	2.7	5.3	5.4	-40.0	-21.3
COC(=O)C1=C(C)N(C)C(C)=C(C(=O)OC)C1c1ccc(Cl)cc1	0.1	1.6	-0.1	82.2	84.8	7.1	1.5	24.7	-44.0	18.0
CC(C)CC(=O)Nc1ccc(Oc2ccc(NC(=O)CC(C)C)cc2)cc1	-0.1	5.2	.	100.1	90.3	3.2	8.0	.	-40.4	-33.6
COc1cc(/C=C2\SC(=Nc3c(C)n(C)n(-c4ccccc4)c3=O)NC2=O)ccc1O	-2.9	4.2	-11.5	88.2	89.0	30.7*	-2.4	6.6	-29.2	.
COCCN1CCc2[nH]c(=S)[nH]c(=O)c2C1	-1.4	20.6	-12.2	87.5	83.8	3.0	-18.0	6.6	-3.0	-36.4
CCOC(=O)c1c(NC(=O)CN2C(=O)NC(C)(c3ccc(Cl)cc3)C2=O)sc(C(=O)NC)c1C (stereo not given)	-4.8	16.3	-10.7	74.3	58.0	-1.0	-8.6	3.4	-38.9	.
Cc1cccc(C(=O)Oc2ccccc2-c2nnco2)c1	-1.4	8.6	-1.1	82.5	77.3	4.6	-4.8	-15.9	-36.9	-7.7
O=C(CSCC(=O)OCn1nnc2ccccc2c1=O)Nc1ccc(Cl)cc1	-2.7	29.0	.	93.8	89.0	2.7	0.3	-9.8	-47.0	21.5
Cc1c(NC(=O)/C(=C\c2ccccc2)NC(=O)c2ccccc2)c(=O)n(-c2ccccc2)n1C	-0.4	26.3	.	96.6	91.0	1.4	12.6	-5.3	-5.6	0.9
Cc1ccc(C(C2=C(O)CC(C)(C)CC2=O)C2C(=O)CC(C)(C)CC2=O)s1 (stereo not given)	-1.1	6.9	-1.8	95.8	90.4	2.4	4.9	24.7	12.3	-19.8
COC(=O)c1ccc(C2NC(=O)NC(C)=C2C(=O)N(C)C)cc1 (stereo not given)	-0.6	2.1	-0.1	105.2	104.5	0.1	5.2	-4.1	-33.1	-3.7
CCCCCCCC1(C)NC(=O)N(c2ccccc2)N1 (stereo not given)	-1.4	2.6	.	76.6	89.9	3.1	5.9	-16.3	-7.6	-1.6

An excerpt from above in order of length of the SMILES, high to low.
SMILES	MRP-1 activ	Measles CPE	Phagocytosis inh	HCT116 bCat-KO	PTEN del growth	NPY Y2 blocker	GALR2 antag	Yeast lifespan up	BB579 growth dn	E-sel TNF inh
CCOC(=O)c1c(NC(=O)CN2C(=O)NC(C)(c3ccc(Cl)cc3)C2=O)sc(C(=O)NC)c1C (stereo not given)	-4.8	16.3	-10.7	74.3	58.0	-1.0	-8.6	3.4	-38.9	.
COC(=O)C1=C(C)N(C)C(C)=C(C(=O)OC)C1c1ccc(Cl)cc1	0.1	1.6	-0.1	82.2	84.8	7.1	1.5	24.7	-44.0	18.0
O=S(=O)(C/C(=C/CO)S(=O)(=O)c1ccccc1)c1ccccc1	-1.1	0.9	3.7	96.0	105.4	0.8	82.1*	-10.5	-1.4	100.0*

Compound profiles (already shown).
Results for COC(=O)c1ccc(C2NC(=O)NC(C)=C2C(=O)N(C)C)cc1 (stereo not given) : MRP-1 activ = -0.6; Measles CPE = 2.1; Phagocytosis inh = -0.1; HCT116 bCat-KO = 105.2; PTEN del growth = 104.5; NPY Y2 blocker = 0.1; GALR2 antag = 5.2; Yeast lifespan up = -4.1; BB579 growth dn = -33.1; E-sel TNF inh = -3.7
Results for COc1cc(/C=C2\SC(=Nc3c(C)n(C)n(-c4ccccc4)c3=O)NC2=O)ccc1O : MRP-1 activ = -2.9; Measles CPE = 4.2; Phagocytosis inh = -11.5; HCT116 bCat-KO = 88.2; PTEN del growth = 89.0; NPY Y2 blocker = 30.7*; GALR2 antag = -2.4; Yeast lifespan up = 6.6; BB579 growth dn = -29.2; E-sel TNF inh = .

High-throughput results (PubChem)
